# Screening data deposited in PubChem by National Center for Advancing Translational Sciences (NCATS).
# Lipid storage S3 = qHTS Assay for Lipid Storage Modulators in Drosophila S3 Cells; lipid storage change, negative = inhibition, % at the top dose, mostly 46.1 µM; hits show Potency in µM; 0.64% of 320,000 active; Drosophila S3 cells, BODIPY lipid droplet fluorescence, 18-24 h; cells fed with added oleic acid; AID 2685, 2010; active = well fitted inhibition curve with a large enough effect in the signal ratio, with a control signal flat, not every such curve was filed as active; inconclusive = small, poorly fitted or top-dose-only effect, or effect the other way, or a change in a side signal; the % refers to the signal ratio
#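 Drosophila S3 cells loaded with oleic acid (400 uM, as added) and compounds at several concentrations; lipid droplets imaged by 488-nm laser-scanning cytometry, 500–530 nm intensity and object ratio to cell channel. Percent activity normalized to 20 uM Triacsin C.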
# Lipid storage S3 cell count max = further read-out of Lipid storage S3, marked with its call; cell number change, %; measured here: cell count max response;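 cells counted by Cell Tracker Red CMTPX staining in the red channel; peak over a dose series mostly up to 46.1 µM; percent activity relative to internal control wells on each plate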
# Starred values were filed as active, the others as inactive; i = inactive; ? = inconclusive; . = no result given. % is set by controls: 0 for no effect and ±100 for the full control effect; potency is the fitted concentration of half-maximal effect.
molecule,Lipid storage S3,Lipid storage S3 cell count max
O=C(C1CCCC1)N1CCCC(Nc2ccc(F)cc2)C1 (stereo not given),i,-3.8
c1coc(-c2nnc(-c3ccc4c(c3)OCO4)o2)c1,?,.
CC(=O)N1CCN(c2nnc(-c3ccc(C)cc3)c3ccccc23)CC1,9.9%,11.3
O=S(=O)(Nc1nc2ccc(Cl)cc2s1)c1cccs1,3.8%,7.7
Cc1cccc(Nc2nc(N)c(C#N)c(CC#N)c2C#N)c1,?,.
CCCSc1ccc([C@H]2N[C@@](C)(C(=O)OC)[C@H]3C(=O)N(C)C(=O)[C@@H]23)cc1OC,?,.
COC(=O)c1ccccc1NC(=O)C1CCN(S(=O)(=O)c2cc(OC)ccc2OC)CC1,?,.
COC(=O)CN1C(=S)N(c2ccc(OC)cc2)C(=O)/C1=C/c1ccc(OC)cc1,-12.2%,-2.3
O=C(NCCO)NC(=S)c1ccccc1,i,.
COc1ccc(OCCn2cc(/C=C(\C#N)C(=O)NCc3ccco3)c3ccccc32)cc1,?,.
Cc1c(C)n2c3c(cccc13)CC2,-5.8%,-12.5
NNC(=O)C1COc2cc3ccccc3cc2O1 (stereo not given),?,.
CCN1CCN(S(=O)(=O)c2ccc(Cl)c(C(=O)Nc3nnc(CC(C)C)s3)c2)CC1,i,-16.7
CCOC(=O)c1[nH]c(=O)[nH]c1CSc1ccccn1,?,.
Cc1ccc(CSc2sc(C(=O)c3ccccc3)c(N)c2C#N)cc1,?,.
O=S(=O)(Nc1cccnc1)c1ccc2c(c1)OCCO2,?,.
CCc1cccc(NC(=O)Cn2ncn3c(cc4ccccc43)c2=O)c1,23.9%,6.7
N#Cc1cccc(C(=O)N(CCc2ccccc2)Cc2cccs2)c1,?,.
COc1ccc(-c2nnc(SCC(=O)c3cccs3)o2)cc1,?,.
CN1CCN(C(N)=NC(=O)c2ccccc2)CC1,0.8%,4.2
OCCN1CCN(c2cc(-c3ccccc3)c3ccccc3n2)CC1,?,.
CC(C)(C)NC(=O)Cn1c(SCC(N)=O)nc2ccccc21,-20.6%,-16.1
COc1ccc(CC(=O)Nc2cccc(Cl)c2C)cc1S(=O)(=O)N1CCOCC1,?,.
CCOC(=O)C1C(=O)OC(C)(C)C1C(C)C(=O)c1ccccc1 (stereo not given),24.1%,10.3
COc1ccc(OC)c(Nc2ncnc3ccccc23)c1,?,.
Cc1cc(Cl)c(S(=O)(=O)N2CCN(c3ccccn3)CC2)cc1OCC(=O)NC1CCCCC1,27.8%,0.5
COc1ccc2nc(NC(=O)C3CCN(S(=O)(=O)c4cccs4)CC3)sc2c1,?,.
Cc1ccc(S(=O)(=O)Nc2ccc(NC(=O)c3c(F)c(F)c(F)c(F)c3F)cc2)cc1,?,.
CCOC(=O)N1CCC(NC(=O)CS(=O)(=O)Cc2nc(-c3ccccc3C)oc2C)CC1,23.2%,2.4
Cc1cc(C)cc(NC(=O)C2CCCN(S(=O)(=O)c3cnc[nH]3)C2)c1 (stereo not given),?,.
Cc1nc2ccccc2c(=O)n1CCCO,0.0%,13.4
O=C(NNC(=O)c1ccc(Br)cc1)c1ccncc1,-12.2%,2.6
CCOC(=O)c1[nH]c(CN2CCN(c3ccc(OC)cc3)CC2)c(C(=O)OCC)c1C,i,5.7
CCOC(=O)C1C(=O)Oc2ccc3ccccc3c2C1C1CCOC1=O (stereo not given),1.8%,18.6
O=C(NCc1cccnc1)C1CCN(S(=O)(=O)N2CCOCC2)CC1,0.3%,-14.3
C=C(C)C1CC=C(C)/C(=N/NC(=O)CCC(=O)Nc2ccccc2Cl)C1 (stereo not given),?,.
CC(Sc1ccc(Cl)cc1)C(=O)NNC(=O)c1ccccc1O (stereo not given),-11.6%,2.3
CCOC(=O)c1oc2ccccc2c1NC(=O)Cc1cccs1,?,.
CN(CC(=O)Nc1ccc(Cl)c(C(F)(F)F)c1)C(=O)Cn1cc([N+](=O)[O-])ccc1=O,i,-11.7
Cc1c(NS(=O)(=O)c2ccc(Cl)c(C(=O)OC(C)C(=O)N3CCOCC3)c2)c(=O)n(-c2ccccc2)n1C (stereo not given),?,.
CCC(=O)NCC(c1cccs1)S(=O)(=O)c1ccc(C)cc1 (stereo not given),-7.0%,-15.3
CCOc1ccc(S(=O)(=O)Nc2ccc(C(=O)NCCCN3CCCC3=O)cc2)cc1,?,.
CSCC[C@H](NC(=O)Nc1ccc(S(N)(=O)=O)cc1)C(=O)O,?,.
CCOc1cc2c(Cl)ncnc2c(OCC)c1OCC,?,.
O=C(NC1CCCC1)C(c1ccsc1)N(C(=O)Cc1cccs1)c1ccc(F)cc1 (stereo not given),-14.8%,-21.2
OCCNc1nc2ccccc2[nH]1,-2.4%,-6.0
CCC1CCCCN1C(=O)CSc1nc2ccsc2c(=O)n1Cc1ccccc1 (stereo not given),8.4%,17.6
CCCCOC(=O)/C=C/c1c(C)[nH]c(=O)[nH]c1=O,?,.
COc1ccc(CNC(=O)C(CC(C)C)NC(=O)c2ccccc2C)cc1 (stereo not given),?,.
COc1cc(/C=N/NC(=O)c2cccc(C(=O)N/N=C/c3ccc(O)c(OC)c3)n2)ccc1O,5.5%,24.8
C=CCn1cnc2scc(-c3ccc(OC)cc3)c2c1=O,?,.
Cc1c(Cc2ccccc2)sc(/N=C/c2ccc3ccccc3c2)c1C(N)=O,-2.5%,.
O=C(c1ccc2c(c1)N(Cc1ccc(F)cc1)C(=O)CS2)N1CCOCC1,?,.
c1ccc(-c2noc(CN3CCN(C(c4ccccc4)c4ccccc4)CC3)n2)cc1,i,-12.8
Cc1cc(/C=C(\C#N)C(=O)OCC(=O)Nc2ccc(OC(F)F)cc2)c(C)n1CC(C)C,5.2%,16.7
O=C(O)c1ccc(S(=O)(=O)N2CCC3(CC2)CC(=O)c2ccccc2O3)cc1,?,.
O=C(Nn1cnnc1)c1cc(Cl)cc(Cl)c1,2.6%,7.0
CS(=O)(=O)N(CC(=O)N1CCCC1)Cc1ccccc1,-9.3%,1.2
c1ccc2c(c1)nnn2-c1ncnc2sccc12,?,.
COCCN(C(=S)Nc1c(C)cccc1C)C(C)c1ccco1 (stereo not given),16.9%,.

# Additional results follow.
molecule,Lipid storage S3,Lipid storage S3 cell count max
Cc1cc(S(=O)(=O)N(Cc2ccccc2)Cc2ccc(N(C)C)cc2)ccc1-n1cnnn1,-4.8%,-7.4
COC(=O)c1sc2nc(C)cc(-c3ccccc3)c2c1N,16.8%,-5.4
COc1ccc(C(=O)N2CCc3c([nH]c4ccccc34)C2C(F)(F)F)cc1 (stereo not given),6.0%,-5.3
COc1ccc(N=Cc2c(O)[nH]c3ccccc23)cc1OC,?,.
O=C(OCC(=O)N1CCCC1)c1ccc(S(=O)(=O)Nc2ccccc2)cc1,?,.
Cc1c(C(=O)n2cnc3ccccc32)cccc1[N+](=O)[O-],9.8%,23.4
c1ccc(-c2csc(N3CCc4ccccc4C3)n2)cc1,?,.
Cc1noc(C)c1COc1ccc(C(=O)N2CCN(c3cccc(Cl)c3)CC2)cc1,?,.
COc1ccc2oc(C(=O)N(C)CCOc3ccc(Cl)cc3)c(C)c2c1,?,.
CCOc1cccc(/C=N/NC(=S)Nc2ccccc2[N+](=O)[O-])c1O,?,.
O=C(Nc1ccc(F)cc1F)N1CCN(C(=O)c2ccco2)CC1,i,-13.3
CCN(CC(=O)Nc1ccc(NC(C)=O)cc1)C(=O)c1ccc(N2CCCC2)c([N+](=O)[O-])c1,?,.
CCCCOc1c(Cl)cc(C(=O)N(C)CC(=O)Nc2ccc(N3CCOCC3)cc2)cc1OCC,?,.
COc1ccc(N(CC(=O)NC(C)(C)C)C(=O)c2ccco2)cc1,0.1%,9.8
Cc1nn(CC(O)CN2c3ccccc3Sc3ccccc32)c(C)c1Br (stereo not given),?,.
Cc1ccc(C(=O)Nc2c3c(nn2C(C)(C)C)CS(=O)(=O)C3)cc1[N+](=O)[O-],?,.
CCOC(=O)/C=C/C(=O)OCC(=O)NCc1ccccc1,-8.3%,4.6
O=C(Oc1ccccc1C(=S)N1CCCCC1)c1cc([N+](=O)[O-])cc([N+](=O)[O-])c1,6.2%,0.9
COC(=O)c1ccccc1NC(=S)NC(=O)C1CCCCC1,?,.
COc1ccc(-n2c3c(cc(C(=O)N4CCCCC4)c2=O)C(=O)CC(C)(C)C3)cc1,?,.
O=C1CCC(C(=O)N2CCCC2)CN1CCc1cccc(F)c1 (stereo not given),?,.
Cc1ccc(Cl)c(OC(=O)Cn2cnc3c2c(=O)n(C)c(=O)n3C)c1,?,.
NS(=O)(=O)c1ccc(NC(=O)CSc2nc3ccccc3[nH]2)cc1,?,.
CCOc1ncccc1C(=O)OCC(=O)c1c[nH]c2ccccc12,3.0%,-17.0
Cc1ccc2c(c1)N(CCCC(=O)Nc1cccc(C(F)(F)F)c1)C(=O)CO2,?,.
COc1cccc(-c2nc(N3CCN(C)CC3)c3ccccc3n2)c1O,?,.
C[C@@H](O)Cc1cn(CC(=O)NCCCCCCCCCCC(=O)N2CCNCC2)nn1,-1.3%,-14.6
COC(=O)C1=C(N)Oc2cc(C)n(Cc3cccnc3)c(=O)c2C1c1ccccc1OC (stereo not given),?,.
CC(/C=N/n1c(-c2ccc(C)cc2)n[nH]c1=S)=C\c1ccco1,?,.
Cc1ccc(CC2SC(=Nc3ccccc3)N(c3ccccc3)C2=O)cc1 (stereo not given),?,.

# As a working copy, some entries already given.
molecule,Lipid storage S3,Lipid storage S3 cell count max
Cc1cc(S(=O)(=O)N(Cc2ccccc2)Cc2ccc(N(C)C)cc2)ccc1-n1cnnn1,-4.8%,-7.4
COC(=O)c1sc2nc(C)cc(-c3ccccc3)c2c1N,16.8%,-5.4
COc1ccc(C(=O)N2CCc3c([nH]c4ccccc34)C2C(F)(F)F)cc1 (stereo not given),6.0%,-5.3

# Next section
molecule,Lipid storage S3,Lipid storage S3 cell count max
Cc1c(NC(=O)Cn2ccc([N+](=O)[O-])n2)c(=O)n(-c2ccccc2)n1C,13.4%,-19.1
CCOC(=O)N1CCc2c(sc(NC(=O)C3=COCCO3)c2C(N)=O)C1,?,.
COc1ccc(C(=O)OCC(=O)NC(C)CCc2ccccc2)cc1OC (stereo not given),?,.
O=C(COc1ccccc1F)Nc1nnc(-c2ccncc2)s1,?,.
CCn1cc(C(=O)N2CCN(c3ccc(OC)cc3)CC2)c2cc(OC)c(OC)cc2c1=O,8.8%,-0.1
CC(CN1CCCCC1)OC(=O)c1cccc(F)c1 (stereo not given),?,.
O=C1CC(N(Cc2ccco2)C(=O)Nc2ccc(F)cc2)C(=O)N1c1ccc(F)cc1 (stereo not given),i,.
COc1ccc(Cl)cc1NC(=O)c1nnn(CC(=O)Nc2ccc(OC)c(OC)c2)c1N,?,.
c1ccc(CCNC2=NCCS2)cc1,?,.
COc1ccc(NC(=O)C(=O)NCCN2CCN(C(=O)c3cccc(Br)c3)CC2)cc1,?,.
O=C(NNC(=O)C1CCCCC1)c1ccco1,0.6%,9.2
OCCN(Cc1ccccc1)Cc1ccc(Cl)cc1,?,.
Cc1cc([N+](=O)[O-])nn1CC(=O)N1CCN(Cc2ccccc2)CC1,?,.
COC(=O)Cc1cnc(NC(=O)CSc2nc(C(C)C)cc(=O)[nH]2)s1,?,.
Cc1nc2nc(SCC(=O)N3CCOCC3)nn2c(C)c1Cc1ccccc1,?,.
CC(C)Cn1c(N)c(C(=O)COC(=O)CCc2nc3ccccc3c(=O)[nH]2)c(=O)n(C)c1=O,?,.
CO/N=C/CC(=O)c1ccc(-c2ccccc2)cc1,18.8%,12.3
CS(=O)(=O)N(CC(=O)Nc1ccc(S(=O)(=O)N2CCCC2)cc1)c1ccccc1F,?,.
O=C(CSc1nnc2ccccn12)c1ccc(OC(F)F)cc1OC(F)F,26.2%,-19.2
Cc1[nH]c2ccccc2c1CCCO,0.5%,20.7
CCCCN1CC(=O)N2[C@H](c3ccc(OC)cc3)[C@@H]3C(=O)N(CC)C(=O)[C@@H]3[C@]2(Cc2ccccc2)C1=O,?,.
CC(OC(=O)c1cccc(S(=O)(=O)Nc2ccccc2F)c1)C(=O)NCc1ccc2c(c1)OCO2 (stereo not given),?,.
O=C1CCC(O)CCN1CCSc1ccccc1 (stereo not given),?,.
CCc1c(C)nc(SCC(N)=O)c(C#N)c1C,?,.
Cc1ccc(-c2cnc3c(Cl)c(C)nn3c2)cc1,?,.
O=C(CSc1cccc[n+]1[O-])Nc1cc([N+](=O)[O-])ccc1Cl,?,.
CCOC(=O)N/N=C\C=C\c1ccco1,8.7%,-4.5
COc1ccc(-n2nnnc2SCC(=O)Nc2ccccc2F)cc1,?,.
COc1ccccc1/C=C/C=N/NC(=O)c1ccc2nc[nH]c2c1,5.3%,17.2
CCCn1nnc(NC(=O)Cc2ccc(Cl)cc2)n1,2.0%,-10.4
CCNC(=O)CC1C(=O)N(c2ccc(C)cc2)C(=O)N1Cc1ccccn1 (stereo not given),?,.
CN(C)S(=O)(=O)c1ccc(N2CCCC2)c(C(=O)NC2(C)CCS(=O)(=O)C2)c1 (stereo not given),?,.
Cn1c(=O)c2c(SCC(=O)Nc3ccccc3F)nc(-c3ccccc3F)nc2n(C)c1=O,?,.

# Some of the compounds tested. The share of hits here may be higher or lower than overall.
